USP17 block – inhibitors of human USP17 deubiquitinase; actives 6.5% (n = 47,000); purified USP17, Ub-rhodamine cleavage fluorescence, 3 h; inhibition, % at 50 µM; A8MUK1; AID 1645855
USP8 inh – inhibitors of human USP8 deubiquitinase; inhibition, % at 20 µM; actives 4.2% (n = 47,000); purified USP8, Ub-rhodamine cleavage fluorescence, 30 min; P40818
Target sequence (P40818 whole entry, looked up): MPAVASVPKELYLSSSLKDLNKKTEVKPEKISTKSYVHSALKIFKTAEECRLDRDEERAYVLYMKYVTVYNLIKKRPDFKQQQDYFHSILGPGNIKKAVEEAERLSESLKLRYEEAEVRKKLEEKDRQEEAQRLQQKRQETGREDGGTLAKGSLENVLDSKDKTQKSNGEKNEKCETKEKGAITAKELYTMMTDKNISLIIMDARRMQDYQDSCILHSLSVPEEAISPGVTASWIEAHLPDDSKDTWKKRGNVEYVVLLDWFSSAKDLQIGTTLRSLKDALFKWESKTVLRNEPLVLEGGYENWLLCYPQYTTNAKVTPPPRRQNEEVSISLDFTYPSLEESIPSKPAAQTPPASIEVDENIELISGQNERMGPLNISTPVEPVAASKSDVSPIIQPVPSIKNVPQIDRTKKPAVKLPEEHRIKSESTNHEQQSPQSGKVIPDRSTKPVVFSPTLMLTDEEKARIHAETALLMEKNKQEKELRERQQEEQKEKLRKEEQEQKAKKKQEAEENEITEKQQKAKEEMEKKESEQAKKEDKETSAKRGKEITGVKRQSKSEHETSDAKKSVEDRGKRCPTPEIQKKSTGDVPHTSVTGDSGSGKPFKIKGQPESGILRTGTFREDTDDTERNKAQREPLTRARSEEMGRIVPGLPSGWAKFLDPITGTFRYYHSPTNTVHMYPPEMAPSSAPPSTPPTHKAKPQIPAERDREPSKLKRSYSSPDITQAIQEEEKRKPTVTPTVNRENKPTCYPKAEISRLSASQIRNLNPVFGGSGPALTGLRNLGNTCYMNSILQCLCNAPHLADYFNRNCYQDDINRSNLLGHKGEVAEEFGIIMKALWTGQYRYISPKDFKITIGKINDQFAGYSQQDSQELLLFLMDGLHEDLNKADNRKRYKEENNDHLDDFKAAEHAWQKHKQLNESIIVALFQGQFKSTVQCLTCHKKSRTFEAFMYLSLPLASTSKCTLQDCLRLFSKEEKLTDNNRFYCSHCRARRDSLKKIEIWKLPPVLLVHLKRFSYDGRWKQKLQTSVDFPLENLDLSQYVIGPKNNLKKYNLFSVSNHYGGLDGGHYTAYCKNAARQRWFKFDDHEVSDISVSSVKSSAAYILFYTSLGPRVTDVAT
USP10 block – inhibitors of human USP10 deubiquitinase; purified USP10, Ub-rhodamine fluorescence, 60 min; AID 1645856; inhibition, % at 20 µM; actives 1.1% (n = 47,000); Q14694
USP7 inh – human USP7 deubiquitinase inhibition; AID 1645854; purified USP7, Ub-rhodamine cleavage fluorescence; actives 0.3% (n = 47,000); inhibition, % at 20 µM
OTUD3 block – inhibitors of human OTUD3 deubiquitinase; inhibition, % at 25 µM; purified OTUD3, Ub-rhodamine fluorescence, 2 h; AID 1645858; Q5T2D3; actives 0.7% (n = 47,000)
UCHL1 inh – human UCHL1 deubiquitinase inhibition | purified UCHL1, Ub-rhodamine cleavage fluorescence | inhibition, % at 20 µM | P09936 | actives 0.2% (n = 47,000)
USP28 block – human USP28 deubiquitinase inhibition; Q96RU2; purified USP28, Ub-rhodamine cleavage fluorescence, 30 min; inhibition, % at 25 µM; actives 3% (n = 47,000); AID 1645857
USP30 block – inhibitors of human USP30 deubiquitinase; inhibition, % at 25 µM; actives 5.3% (n = 47,000); purified USP30, Ub-rhodamine cleavage fluorescence; Q70CQ3
* hit, by the source's call; x = no result given. Cut-off read from the data, not from the text of the source: active = inhibition above about 30%; inactive = the rest.

1: COc1ccc(-c2nc3c(c(SCC(=O)N4CCCC4)n2)COC(C)(C)C3)cc1
2: COc1ccc(Cl)cc1NC(=O)CSc1ncnc2nc[nH]c12
3: COc1cccc(CCN2C[C@H]3CCN(C(=O)NC4CCCC4)CC[C@H]3S2(=O)=O)c1
4: CN1C(=O)C2(CCN(C(=O)Nc3ccccc3F)C2)c2ccccc21 (stereo unspecified)
5: Cc1ccc2[nH]c(=O)c(CN(CC3CCCO3)S(=O)(=O)c3ccccc3)cc2c1 (stereo unspecified)
6: COc1ccc(C2c3cccn3CCN2C(=O)Nc2ccc(OC)c(OC)c2)cc1 (stereo unspecified)

Screen / compound no.	1	2	3	4	5	6
USP17 block	0	26	-5	3	53*	-36
USP8 inh	0	74*	-9	0	-73	-7
USP10 block	0	47*	-1	-3	1	-6
USP7 inh	4	22	-2	-1	10	-12
OTUD3 block	0	-1	2	-1	21	-37
UCHL1 inh	4	6	2	0	7	-12
USP28 block	0	43*	1	-1	15	-79
USP30 block	8	33*	6	-6	37*	-166

7: O=C(Cn1cnc2cc3c(cc21)OCCO3)NCCc1ccc(F)cc1
8: Cc1ccc(C(=O)Nc2ccc(C)c(C)c2)c(C)c1
9: COc1ccc(OC)c(NC(=O)CSc2cn(CC(=O)N3CCCCC3)c3ccccc23)c1
10: CC(=O)NC[C@H]1C[C@]2(C)[C@@H](CCCC[C@]2(C)O)N1C(=O)c1cc(C(C)C)[nH]n1
11: COc1cc(-n2cc(-c3ccccc3)n(CC(=O)Nc3c(C)cccc3C)c2=O)cc(OC)c1OC
12: Cc1ccc(C(=O)Nc2nnc(S(=O)(=O)N3CCC(C)CC3)s2)cc1

Screen / compound no.	7	8	9	10	11	12
USP17 block	-9	11	0	9	-2	-10
USP8 inh	-7	5	0	-17	-32	-1
USP10 block	-1	8	5	2	-2	21
USP7 inh	-8	5	-10	4	1	7
OTUD3 block	-12	8	-1	17	4	-6
UCHL1 inh	-2	2	1	2	2	-1
USP28 block	-5	15	x	11	0	-20
USP30 block	-27	24	x	20	4	-13

13: COc1ccc(-c2nc(N3CCCC3)ncc2C(=O)O)cc1
14: CSc1nc2ncc3c(=O)n(Cc4ccccn4)ccc3n2n1
15: Cc1nn(S(=O)(=O)Cc2ccccc2)c(C)c1Cl
16: CN(C1CCCCC1)S(=O)(=O)N1CCCC(C(=O)NCc2cccc(Cl)c2)C1 (stereo unspecified)
17: CCCCN1CCN(C(=O)c2cnc(-c3ccccc3)nc2-c2ccncc2)CC1
18: Cc1cc(N2CCC(C3CCCCCN3C(=O)c3ccccc3)CC2)n2ncnc2n1 (stereo unspecified)

Screen / compound no.	13	14	15	16	17	18
USP17 block	0	0	-6	25	-30	-20
USP8 inh	9	-37	-2	11	-28	-6
USP10 block	-1	-1	0	9	-6	0
USP7 inh	8	0	-1	-53	-9	0
OTUD3 block	5	3	0	20	-24	-2
UCHL1 inh	-1	-3	-2	5	-13	-1
USP28 block	1	-1	-1	25	-35	-50
USP30 block	0	-7	-9	42*	-100	-14

19: CC(C)CC(=O)Nc1ccc(-n2cnc(C(=O)N3CCOCC3)c2)nc1
20: Cc1ccc(-n2ncc3c(=O)[nH]c(SCC(=O)NCc4ccco4)nc32)cc1C
21: Cc1ccc(S(=O)(=O)N2CCCN(c3nc4cccnc4s3)CC2)cc1
22: Cc1ccc(S(=O)(=O)N2CCCCC2)cc1NC(=O)Cc1cccc(F)c1
23: Cc1ccc(CNC(=O)C2(C)CCC(=O)N2CCCc2ccccc2)cc1 (stereo unspecified)
24: C[C@@]12C[C@H](CN)N(C(=O)CCn3ccnc3)[C@@H]1CCCC[C@H]2O

Screen / compound no.	19	20	21	22	23	24
USP17 block	0	-1	-16	-9	-4	-4
USP8 inh	0	39*	-16	2	-3	3
USP10 block	0	13	-7	2	1	-9
USP7 inh	3	2	-5	0	-7	0
OTUD3 block	-1	-12	-14	-3	-1	-3
UCHL1 inh	0	-1	-3	0	0	-2
USP28 block	x	-11	-12	60*	-9	-14
USP30 block	x	-65	-3	-4	-3	-71

25: COc1ccc(C(CNS(=O)(=O)c2ccc(F)cc2)N2CCN(C)CC2)cc1 (stereo unspecified)
26: Cc1ccc(S(=O)(=O)c2cn(CC(=O)NCc3ccccn3)c3ccccc23)cc1
27: COc1cccc(OC(C)C(=O)NCc2ccc(-c3ncncc3-c3cc(C)no3)cc2)c1 (stereo unspecified)
28: CC(C)(C)c1cc(CCC(=O)Nc2c3c(nc4c2CCC4)CCCC3)cc(C(C)(C)C)c1O
29: COC(=O)c1ccc(NC(=O)CS(=O)(=O)c2cn(CC(=O)N3CCCCC3)c3ccccc23)cc1
30: O=C(O)c1ccc(-c2ccc(C3NC(=O)c4ccccc4N3)o2)cc1 (stereo unspecified)

Screen / compound no.	25	26	27	28	29	30
USP17 block	14	0	2	0	2	-37
USP8 inh	16	1	-52	8	17	0
USP10 block	0	0	0	-8	3	4
USP7 inh	2	-5	0	5	3	4
OTUD3 block	14	-7	12	26	10	-13
UCHL1 inh	1	0	0	3	2	3
USP28 block	4	1	12	34*	5	-31
USP30 block	17	22	19	77*	8	-138

Records listed above shown as hits in USP30 block.
2: COc1ccc(Cl)cc1NC(=O)CSc1ncnc2nc[nH]c12
5: Cc1ccc2[nH]c(=O)c(CN(CC3CCCO3)S(=O)(=O)c3ccccc3)cc2c1 (stereo unspecified)
16: CN(C1CCCCC1)S(=O)(=O)N1CCCC(C(=O)NCc2cccc(Cl)c2)C1 (stereo unspecified)
28: CC(C)(C)c1cc(CCC(=O)Nc2c3c(nc4c2CCC4)CCCC3)cc(C(C)(C)C)c1O

Screen / compound no.	2	5	16	28
USP17 block	26	53*	25	0
USP8 inh	74*	-73	11	8
USP10 block	47*	1	9	-8
USP7 inh	22	10	-53	5
OTUD3 block	-1	21	20	26
UCHL1 inh	6	7	5	3
USP28 block	43*	15	25	34*
USP30 block	33*	37*	42*	77*

Remaining list, next part
31: NC(=O)C1CCN(C(=O)CCc2csc(NC(=O)Nc3ccccc3)n2)CC1
32: CCN1C(=O)c2c(C(=O)Nc3ccc(C(C)=O)cc3)ncn2CC1(C)C(=O)NC1CCCC1 (stereo unspecified)
33: Cc1ccc(-n2nc(C)c3c2NC(=O)CC3C(=O)c2ccc3c(c2)OCO3)cc1 (stereo unspecified)
34: CCN1C(=O)C2(CCN(CC(C)C)CC2)CC12CCN(C(=O)c1cccc(OC)c1)CC2
35: O=C1CCCN1CC(=O)N1C[C@@H]2[C@@H](C1)OCC(=O)N2Cc1ccc(F)cc1
36: Cc1nc(C(=O)N[C@@H](C)C(=O)NCc2ccc3c(c2)OCO3)cc2c1[nH]c1ccccc12

Screen / compound no.	31	32	33	34	35	36
USP17 block	-3	-16	10	-20	-10	57*
USP8 inh	-5	-23	27	-22	-2	-26
USP10 block	1	2	12	-6	-1	5
USP7 inh	-2	3	4	-4	0	1
OTUD3 block	-2	-11	0	-8	-9	-14
UCHL1 inh	-2	2	0	-6	-2	-2
USP28 block	-2	-15	2	-8	-7	-5
USP30 block	2	-50	11	-36	-16	9

37: CN(C)C(=O)[C@H]1C[C@@H]2CN(S(=O)(=O)C3CC3)C[C@H]1O2
38: Cn1cc(S(=O)(=O)N2CCCCCC2)cc1C(=O)Nc1ccc(F)cc1
39: Cc1nn(-c2ccc(N3CCN(C(=O)COc4ccccc4)CC3)nn2)c(C)c1C
40: Cc1ccccc1NC(=O)N1CCNC(=O)C1CC(=O)Nc1cc(Cl)ccc1Cl (stereo unspecified)
41: Cc1noc(-c2cc(=O)n(CC(=O)NC3CCCC3)c3ccccc23)n1
42: COc1ccccc1NC(=O)N(CCc1ccccc1)Cc1cc2ccc(C)c(C)c2[nH]c1=O

Screen / compound no.	37	38	39	40	41	42
USP17 block	-4	50*	x	8	11	2
USP8 inh	-14	11	-21	9	35*	13
USP10 block	-2	8	-3	-6	4	3
USP7 inh	3	5	-6	-23	5	2
OTUD3 block	-9	4	-17	-1	9	-7
UCHL1 inh	-3	4	-4	3	3	0
USP28 block	-9	3	-17	0	7	-3
USP30 block	-7	15	-11	0	-37	-70

43: Cc1ncccc1NC(=O)c1nc2c(s1)CCCN2C(=O)C1CC1
44: O=c1cc(CN2CCc3ccccc3C2)nc2nc(NCc3ccccc3)[nH]n12
45: CCOC(=O)c1cc(-c2ccc(N3CCOCC3)cc2)nc2c1c(=O)n(C)c(=O)n2C
46: CCOc1ccc(-n2c(O)c(C3NCCc4c3[nH]c3ccc(OC)cc43)c(=O)[nH]c2=O)cc1 (stereo unspecified)
47: O=C(c1cc(-c2ccccc2)nc2ccc(Br)cc12)N1CCC(Cc2ccccc2)CC1
48: Cc1[nH]c(C)c(S(=O)(=O)NC2CCCC2)c1-c1nc(C2CC2)no1

Screen / compound no.	43	44	45	46	47	48
USP17 block	-13	12	-145	-53	-9	-16
USP8 inh	-40	0	-71	-26	-15	-14
USP10 block	-3	1	-5	-8	2	-2
USP7 inh	-1	8	-12	x	2	-26
OTUD3 block	0	3	-79	-34	-7	-41
UCHL1 inh	-1	2	-9	-10	-1	-16
USP28 block	0	8	-118	-23	-9	-45
USP30 block	0	13	-345	-153	-13	-201

49: COc1ccc(-c2[nH]nc3c2C(c2ccc(OC)cc2)CC(=O)O3)cc1 (stereo unspecified)
50: COc1ccc2c(Sc3ccc(C)cc3)c(C(=O)N3CCCCC3)[nH]c2c1
51: COC(=O)c1ccc([C@@H]2OC(C)(C)C3CC2[C@](C)(O)[C@@H](O)C3)cc1 (stereo partly specified)
52: CC(=O)N1Cc2c(C(=O)Nc3cccc(C)c3)c3cccnc3n2CC1C (stereo unspecified)
53: COc1ccc(-n2c(=O)c(C3c4[nH]c5ccccc5c4CCN3C)c(O)n(C)c2=O)cc1 (stereo unspecified)
54: CCC1=N[C@@]2(CC[C@@H]3CN(S(=O)(=O)CC)C[C@@H]32)C(=O)N1CC1CC1

Screen / compound no.	49	50	51	52	53	54
USP17 block	-16	1	-16	-61	-52	1
USP8 inh	1	12	-6	-36	-46	-1
USP10 block	3	8	3	-9	-10	4
USP7 inh	-7	6	-4	-27	-11	0
OTUD3 block	-10	0	-5	-64	-23	0
UCHL1 inh	-2	9	-6	-23	-9	1
USP28 block	-9	0	-16	-93	-28	-4
USP30 block	-10	-6	-13	-226	-131	6

55: CC(C)(C)c1ccc(C(=O)OCC(=O)Nc2ccc3c(c2)OCO3)cc1
56: CS(=O)(=O)N1CCN(C(=O)Cc2ccccc2)CC2(CNC(=O)C2)C1 (stereo unspecified)
57: COc1cccc(CN2C(=O)CSc3ccc(S(=O)(=O)N4CCOCC4)cc32)c1
58: O=C(CCc1nc(-c2cccnc2)no1)NC1CCCC1
59: Cc1cc(C)c(C(=O)CC2(O)C(=O)N(Cc3cccc4ccccc34)c3ccccc32)cc1C (stereo unspecified)
60: Cc1nc2scc(C)n2c(=O)c1NC(=O)Cc1ccc(Cl)cc1

Screen / compound no.	55	56	57	58	59	60
USP17 block	-7	10	-4	9	5	9
USP8 inh	12	-18	8	14	18	0
USP10 block	2	2	-2	-1	8	2
USP7 inh	9	3	-5	5	12	x
OTUD3 block	7	10	2	10	7	-1
UCHL1 inh	3	1	0	0	12	3
USP28 block	18	15	4	6	17	x
USP30 block	-2	24	-16	13	29	x

61: O=C(CCc1nnc2n(CCc3ccccc3)c(=O)c3ccccc3n12)NCc1cccnc1
62: COc1ccc(C(=O)N2CCN(c3cc(OC(C)C)nc(C)n3)CC2)cc1OC
63: CCc1ccc(OCC(=O)NCc2csc(-c3ccc(OC)cc3)n2)cc1
64: CC1CCCCN1S(=O)(=O)c1ccc2nc(N3CCOCC3)ccc2c1 (stereo unspecified)

Screen / compound no.	61	62	63	64
USP17 block	21	7	-14	-6
USP8 inh	-12	16	-8	-125
USP10 block	-3	3	11	2
USP7 inh	-4	2	4	-2
OTUD3 block	8	9	-1	-13
UCHL1 inh	-1	2	3	3
USP28 block	1	9	0	-6
USP30 block	24	23	-3	-3

Screens as filed in PubChem.
